# Screening data (PubChem)
# OX1R antag-1: OX1R (human) antagonism; O43613; OX1R-expressing cells, FRET antagonist read-out; inhibition, % at 6.6 µM; 1.8% of 330,000 active; AID 485270; in the data active = inhibition mostly above about 38%, no sharp cut-off; inactive = mostly below about 40%;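 also: 0% = agonist challenge alone and 100% = reference antagonist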
# Target sequence (O43613 whole entry, looked up): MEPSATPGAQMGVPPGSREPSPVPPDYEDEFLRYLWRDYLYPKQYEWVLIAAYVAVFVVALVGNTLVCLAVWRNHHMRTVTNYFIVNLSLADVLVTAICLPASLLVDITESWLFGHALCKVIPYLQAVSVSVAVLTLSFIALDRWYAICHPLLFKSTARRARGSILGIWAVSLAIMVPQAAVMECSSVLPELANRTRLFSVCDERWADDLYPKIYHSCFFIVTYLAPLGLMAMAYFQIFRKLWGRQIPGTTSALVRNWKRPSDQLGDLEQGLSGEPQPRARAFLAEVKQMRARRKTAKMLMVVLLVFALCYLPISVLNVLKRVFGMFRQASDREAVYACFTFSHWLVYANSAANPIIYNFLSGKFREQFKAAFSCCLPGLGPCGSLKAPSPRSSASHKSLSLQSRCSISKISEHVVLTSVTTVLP
# OX1R antag-2: human HCRTR1 antagonism; O43613; CHO/OX1R cells, Fluo-8 calcium fluorescence, orexin A; inhibition, % at 5 µM; 0.43% of 330,000 active; AID 434989;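 active = inhibition above its plate's threshold, mean inhibition of all tested compounds on the plate plus 3 SD, cut at about 37% in these data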;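 also: 0% = orexin A challenge wells and 100% = SB-334867-A antagonist wells; not every result past the cut was called active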
# * = called active by the depositor; & = joins results of further samples. Outcome played no part in choosing rows; about 2% have a hit in one of these screens.
canonical_smiles	OX1R antag-2	OX1R antag-1
CCOC(=O)N1CCN(CC(O)c2ccccc2)CC1 (centres undefined)	-19	18
CCOC(=O)C1=C(COC(=O)c2ccccc2[N+](=O)[O-])NC(=O)NC1C (centres undefined)	-34	18
Cc1c(C(=O)Nc2nccs2)oc2ccc(F)cc12	-11	14
O=[N+]([O-])c1ccc(N2CCN(S(=O)(=O)c3ccc(Cl)cc3)CC2)cc1NCC1CCCO1 (centres undefined)	-6	10
Cc1ccc(S(=O)(=O)N2CCN(Cc3ccco3)CC2)c(C)c1	-13	3
COc1ccc(-c2cc(-c3ccc(O)cc3)nc(N)c2C#N)cc1OC	-14	6
COc1ccc(NC(=O)CCNS(=O)(=O)c2cccc3nsnc23)c(OC)c1	-16	73*
O=C(NCCCO)/C(=C\c1ccco1)NC(=O)c1ccc(Br)o1	-1	10
Cc1ccccc1Cn1c(C)nc2ccc([N+](=O)[O-])cc2c1=O	-23	36
CCN(CC(=O)NC1CCS(=O)(=O)C1)S(=O)(=O)c1ccc(Br)cc1 (centres undefined)	-2	8
CC(C(=O)O)c1ccc2c(c1)[nH]c1ccc(Cl)cc12 (centres undefined)	-7	10
Fc1ccc(-n2c(Cc3ccccc3)nnc2SCc2nc(-c3cccs3)no2)cc1	3	3
Cc1ncc(CSCC(=O)Nc2cc(C(F)(F)F)ccc2Cl)c(CO)c1O	-31	4
O=C(c1ccco1)N1CCC(c2nc(-c3ccc(F)cc3)no2)CC1	10	4
Cc1ccc(SCCC(=O)Nc2ccccc2C(=O)NC(C)C)cc1	-24	18
C#CCOc1ccc(/C=C2/C(=O)ON=C2C)cc1Br	3	-6
COc1cc(C(=O)Nc2sc3c(c2C(=O)O)CCC3)cc(OC)c1OC	9	17
Cc1cc(N2C(=O)CCC2=O)ccc1NC(=O)c1cccs1	-5	5
N#Cc1ccc(C(=O)NC23CC4CC(CC(C4)C2)C3)cc1	-35	-7
COc1ccc(C(C(=O)NC2CCCC2)N(C(=O)c2snc(C(N)=O)c2N)C2CCCC2)cc1OC (centres undefined)	-32	16
CC(=O)N/C(=C\c1ccccc1)C(=O)OCC(=O)NC1CCCC1	4	19
O=C(Cn1cc([N+](=O)[O-])ccc1=O)NC1CCCCC1	8	7
Cn1cccc1Cc1nnc(SCC(=O)N2CCCCCC2)n1-c1ccc(F)cc1	-20	0
O=C1c2ccccc2C(=O)N1CN(C(=O)COc1ccccc1)c1ccccc1	32	36
Cc1ccc(S(=O)(=O)N(C)CC(=O)N(CC(C)C)C2CCS(=O)(=O)C2)cc1 (centres undefined)	-19	3
CCN=C1SC(CC(=O)NCC)C(=O)N1CC (centres undefined)	-15	16
CCCN(CC(=O)Nc1ccccc1C)C(=O)c1ccc2c(c1)OCO2	-6	3
CCC(=O)c1cc(F)c(N2CCN(C(=O)c3ccco3)CC2)cc1C	-22	14
C[n+]1cccc(C(=O)NNC(=O)C23CC4CC(CC(C4)C2)C3)c1	-14	21
COc1ccc(C(=O)N2CCCC(C(=O)c3ccccc3OC)C2)cc1OC (centres undefined)	-29	10

# The final seven compounds of the part before open the next one.
canonical_smiles	OX1R antag-2	OX1R antag-1
O=C1c2ccccc2C(=O)N1CN(C(=O)COc1ccccc1)c1ccccc1	32	36
Cc1ccc(S(=O)(=O)N(C)CC(=O)N(CC(C)C)C2CCS(=O)(=O)C2)cc1 (centres undefined)	-19	3
CCN=C1SC(CC(=O)NCC)C(=O)N1CC (centres undefined)	-15	16
CCCN(CC(=O)Nc1ccccc1C)C(=O)c1ccc2c(c1)OCO2	-6	3
CCC(=O)c1cc(F)c(N2CCN(C(=O)c3ccco3)CC2)cc1C	-22	14
C[n+]1cccc(C(=O)NNC(=O)C23CC4CC(CC(C4)C2)C3)c1	-14	21
COc1ccc(C(=O)N2CCCC(C(=O)c3ccccc3OC)C2)cc1OC (centres undefined)	-29	10
Cc1cc(C(=O)N/N=C/c2cccnc2)n[nH]1	-8	5
Cc1occc1C(=O)NC1CCCCCC1	-19	18
Cc1ccc(S(=O)(=O)N2CCCC2)cc1C(=O)NCCN1CCOCC1	-12	7
COc1cccc(CN2C(=O)NC3(CCCCCC3)C2=O)c1	-15	0
O=C(CNC(=O)c1cccs1)Nc1ccncc1	-3	4
O=C(NC(=S)Nc1ccc(N2CCOCC2)cc1)c1cccc([N+](=O)[O-])c1	-6	4
O=C(CNC(=O)c1ccc(Br)cc1)Nc1ccc2c(c1)CCC2	15	4
CCOC(=O)Cn1cnc2c(nnn2-c2cccc(Cl)c2)c1=O	8	-3
Cc1cc(C)c2nc(N(CCCN(C)C)C(=O)c3ccc(S(=O)(=O)N4CC(C)OC(C)C4)cc3)sc2c1 (centres undefined)	-34	25
O=C(CCn1c(=O)oc2ccccc21)N1CCOCC1	-19	9
CC1CCCCC1NC(=O)c1nn(C)c(=O)c2ccccc12 (centres undefined)	-6	11
CCOC(=O)c1cc(CC)sc1N	-4	14
Cc1ccc(S(=O)(=O)c2cnc(-c3ccccc3)nc2N2CCN(C)CC2)cc1	-14	10
Cc1cccc(C)c1NC(=O)CN(C)C(=O)c1ccccc1Cc1ccccc1	-30	14
CN(CC(=O)NCCN1CCOCC1)S(=O)(=O)c1ccc(F)cc1	-16	3
Clc1ccccc1CN1CCN(/N=C/C=C\c2ccco2)CC1	-19	29
CCN1CCN(c2cc3c(nn2)Oc2ccccc2N3C)CC1	-11	3
O=C(NCc1ccco1)c1ccc(Cl)c(S(=O)(=O)Nc2ccccc2)c1	-29	28
Cc1nc2ncnn2c(C)c1CCC(=O)N1CCc2ccccc2C1	-9	4
COCCn1cnc2c1c(=O)n(CC(=O)OCC#N)c(=O)n2Cc1ccccc1	-1	11
CC(=O)c1ccc(NC(=O)CN2CCC(NC(=O)C3CCCCC3)CC2)cc1	12	5
O=C(Oc1ccc(Cl)cc1N1C(=O)CCC1=O)c1ccco1	1	4
O=C(COc1ccccc1)NNC(=O)c1cc2ccccc2o1	-2	8
O=C(Nc1cccc(S(=O)(=O)C(F)F)c1)c1ccc(Cl)c(S(=O)(=O)N2CCOCC2)c1	15	12
Fc1ccccc1CNc1ccc(Cl)cc1	-9	40
CN1CCC(=NNC(=O)CN(c2ccc([N+](=O)[O-])cc2)S(=O)(=O)c2ccccc2)CC1	-30	27
Cc1cc(C)c2nc(C(F)(F)F)nc(N3CC(C)OC(C)C3)c2c1 (centres undefined)	-11	7
CCc1ccc2ncc(C(=O)c3ccccc3)c(N3CCOCC3)c2c1	-29	19
CCOc1ccc(N(CC(=O)NCC2CCCO2)C(=O)CCC(=O)Nc2nccs2)cc1 (centres undefined)	-22	15
Cc1noc(/C=C/N(C)C)c1S(=O)(=O)N(C)CC(=O)NC1CCCCC1	-38	33

# Some of these compounds in order of the OX1R antag-2 value, low to high:
canonical_smiles	OX1R antag-2	OX1R antag-1
Fc1ccccc1CNc1ccc(Cl)cc1	-9	40
CCOC(=O)c1cc(CC)sc1N	-4	14
COCCn1cnc2c1c(=O)n(CC(=O)OCC#N)c(=O)n2Cc1ccccc1	-1	11

# Later entries.
canonical_smiles	OX1R antag-2	OX1R antag-1
Cc1cc(C)c(NC(=O)CS(=O)CC(=O)NCCCc2ccccc2)c(C)c1 (centres undefined)	-21	1
NC(=O)c1ccccc1NC(=O)CN1CCN(Cc2ccccc2)CC1	-12	15
CCc1cc(C)cc(OCCOc2ccccc2/C=N/NC(C)=O)c1	5	6
COc1ccc(N2CCC(CNS(=O)(=O)c3cccc(C(F)(F)F)c3)C2)cc1 (centres undefined)	-12	-1
COc1ccc(/C=C/C(=O)OCC(=O)N2CCCCCC2)cc1OC	-13	10
CC(C)(C)c1ccc(C(=O)Nc2ncn[nH]2)cc1	-7	14
CNC(=S)NNc1nncc2ccccc12	-4	2
COc1cc(NC(=O)c2ccco2)c(OC)cc1NC(=O)Nc1ccccc1Cl	-46	19
Cc1scc(C(=O)NNC(=S)NCC2CCCO2)c1C (centres undefined)	5	18
N/C(=N\NC(=O)c1ccccc1Cl)c1cc2ccccc2oc1=O	0	13
COc1cc(NC(=O)CNC(=O)Cn2ccc3ccccc3c2=O)cc(OC)c1OC	0	5
COc1ccc(NC(=O)C2(c3ccc(NC(=O)c4ccc(OC)c(OC)c4)cc3)CCCC2)cc1	4	1
CCn1c(COc2ccccc2OC)nc2ccccc21	-26	6
CCOC(=O)Nc1c2ccccc2nc2ccccc12	-15	5
CCOC(=O)c1sc(N)c(C(=O)OCC)c1C	-16	14
CCO[C@H]1OC(C(=O)NCc2ccccc2)=C[C@@H](C(C)(C)C)[C@@H]1CCCO	-21	27
CN(C)S(=O)(=O)c1cccc(NC(=O)c2ccc3c(c2)OCCO3)c1	-10	14
O=C(NC1CCN(C(=S)NCc2ccco2)CC1)c1cccc(F)c1	0	9
Cc1nc(SCc2ccc(Br)cc2)[nH]c(=O)c1C	-17	22
O=C(OCc1nc2ccccc2s1)c1cccs1	-1	3
COc1ccc(NC(=O)c2cc(-c3cc(C)ccc3O)n[nH]2)cc1Cl	4	71*
COc1ccc(S(=O)(=O)N2CCN(c3ccccn3)CC2)cc1OC	-14	25
Nc1ccc2c(c1)C(=O)N(CC1CCCO1)C2=O (centres undefined)	-10	25
CC(C)Cc1nc(N2CCC(C(N)=O)CC2)c2nnn(Cc3ccccc3)c2n1	-14	8
CN(C)c1ccc(NS(=O)(=O)c2ccc(-c3csnn3)cc2)cc1	-16	1
CC1CCN(C(=O)C2(NC(=O)Nc3cccc(F)c3)CCCCC2)CC1	-11	20
C=C1C(O)C[C@H]2C(=C)CCC3[C@H](OC(=O)[C@]3(O)CO)[C@@H]12 (some centres undefined)	-4	12
CCc1cccc(NC(=O)CSc2nnc(Cc3ccc(OC)cc3)c(=O)[nH]2)c1	-8	15
Cc1cccc(NS(=O)(=O)c2c(C)n[nH]c2C)c1	7	9
CC(/C=C1\SC(=S)N(NC(=O)c2ccccc2C)C1=O)=C\c1ccccc1	-7	10
Cc1cccc(OCC(=O)Nc2ccc(N3CCN(C(=O)c4ccco4)CC3)cc2)c1	53*	20
CC(=C/C(=O)O)/C=C/c1ccc(Cl)o1	-7	12
COc1ccc(N2CCN(C(=O)CCCn3nnnc3CN3CCOCC3)C(C)C2)cc1 (centres undefined)	-19	35
COc1ccc(NC2=CC(c3ccccc3)N(c3ccc(OC)cc3)C2=O)cc1 (centres undefined)	-33	8
CN1CCN(Cc2nc3ccccc3n2C)CC1CCO (centres undefined)	-10	8
CC(=O)Nc1cccc(NC(=O)CCc2ccccc2)c1	-7	17
CC(=O)Nc1c(N)c2ccccc2oc1=O	-4	0
COc1ccc(/C=N/NC(=O)c2cccc(C(=O)N/N=C/c3ccc(OC)cc3)n2)cc1	-22	8
CC1C2C(C)N(C)C(=O)N(C)C2N(C)C(=O)N1C (centres undefined)	-7	10
O=C1NC(c2ccccc2)=C(c2nc3ccccc3s2)C(c2ccccc2)N1 (centres undefined)	-37	18
COCCn1c(SCC(=O)N2CCOCC2)nnc1-c1ccncc1	-8	8
Cc1cccc(N2CC(C(=O)OCc3ccc([N+](=O)[O-])cc3)CC2=O)c1 (centres undefined)	-4	0
COc1ccc(C(CNC(=O)Cn2c(=O)oc3ccccc32)N(C)C)cc1 (centres undefined)	-16	26
COCCNC(=O)c1c[nH]c2ccc(S(=O)(=O)Nc3ccc(F)cc3F)cc2c1=O	-10	-2
Cc1cccc(/C=N/NC(=O)Cn2nnnc2N)n1	5	-2
CC(=O)Nc1ccc(Nc2nc(C)cc(C)n2)cc1	-5	10
COc1ccc(C(C(=O)NC2CCCC2)N(C(=O)c2ccco2)c2ccc3c(c2)OCO3)cc1OC (centres undefined)	-25	9
Cc1ccc(-n2[nH]c(C)c(/C=N/c3cccc(C)n3)c2=O)cc1	-1	22
O=C(Nc1cccc(S(=O)(=O)NC2=NCCCCC2)c1)c1cc(-c2ccco2)nc2ccccc12	-11	8
Clc1ccc2nsnc2c1NC1=NCCN1	-8&-3	27&50
CC1CCc2sc(C(=O)Nc3nnc(SCc4ccc(F)cc4)s3)cc2C1 (centres undefined)	-26	4
CC(C)(C)OC(=O)CNC(=O)c1[nH]cnc1C(=O)NC1CCNCC1	12	3
N#Cc1cc2c(nc1SCc1cccc(Cl)c1)CCCCC2	5	13
CCC(C)(C)n1nnnc1C(c1cccs1)N1CCCCC1 (centres undefined)	2	12
O=C(Nc1cc(C(F)(F)F)ccc1Cl)c1cccc(N2C(=O)CCC2=O)c1	-5	1
O=C(c1cccc(S(=O)(=O)Nc2cccc(C(F)(F)F)c2)c1)N1CCOCC1	-10	16
CCNc1ccc(N=Nc2c(C)n(C)n(-c3ccccc3)c2=O)cc1	-7	63
COc1cccc(CSc2ccc(S(=O)(=O)N3CCOCC3)cc2C(=O)NCC2CCCO2)c1OC (centres undefined)	-29	12
Cn1nc(C(F)(F)F)c(/C=N/OC(=O)c2ccccc2)c1Sc1ccc(Cl)cc1	-18	33
Cc1ccc(Cl)cc1N1CCN(C(=O)Cc2cn(C)c3ccccc23)CC1	-24	21
CCCC(C)C(=O)Nc1cc([N+](=O)[O-])ccc1F (centres undefined)	-16	23
